WT yeast gro inh – growth inhibition of WT strain, primary screen, mitochondrial fusion inhibitor project, WT and mutant strains, chemical genetic. mitochondrial fusion phenotypic screen. inhibition, % at 10 µM. hit rate 2.1% among 190,000. AID 1362, 2008; in the data active = inhibition above about 58%; tested in S. cerevisiae
TNAP activators – human TNAP enzyme activators, primary screen, biochemical, luminescent, no phosphate acceptor, uHTS (AID 1001) | purified TNAP, luminescent activation assay, no phosphate acceptor; higher activation fold means a stronger effect | hit rate 0.03% among 200,000 | one-dose activation fold at 20 µM; EC50 in µM for titrated hits; in the data active = activation fold from about 3, or a potency from the dose series; inactive = the rest, 99 in 100 with activation fold below about 1.6; note: many of its hits are not listed in these tables
P. falciparum M1AAP – P. falciparum M1AAP inhibitors, biochemical, fluorogenic H-Leu-NHMec substrate, 1536-well (AID 1445). recombinant M1AAP, H-Leu-NHMec fluorogenic kinetic assay; higher % means a stronger effect. inhibition, % at 30 µM, or IC50 in µM where a hit was titrated. hit rate 0.42% among 220,000;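 active = primary inhibition above the hit cutoff, then over 50% inhibition at one or more dose response concentrations, cut at about 23% in these data, passing the limit was not always enough; inconclusive = conflicting primary data, or primary hits not chosen for dose response; inactive = low primary inhibition, or under 50% at every dose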;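 note: plate controls were DMSO full reaction for no effect and no enzyme background for full effect; strong numbers were not always called active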
UTI89 phage lysis – inhibition of K1F phage lysis, E. coli UTI89, bacterial capsule biogenesis inhibitors, alamar blue (AID 488966); E. coli UTI89 K1F phage lysis, alamar blue, 2 h; higher % means a stronger effect; inhibition, % at 100 µM, or IC50 in µM where a hit was titrated; hit rate 0.02% among 340,000;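 active = phage lysis inhibition, versus mean bacterial control, above a set limit; inconclusive = no clear call, values can overlap the other calls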;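 note: capsule biogenesis inhibitors block K1F phage lysis so surviving cells raise fluorescence; higher fluorescence means more inhibition of phage lysis; actives were called in the ten point dose series up to 300 µM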
ER stress rescue – rescue of cells from ER stress-induced death, primary screen, 384-well, CSM14.1, thapsigargin, ATP luminescence (AID 1222); 190,000 tested, under 10 active; cellular ATP content (survival), % at 20 µM; hits with a dose series show EC50 in µM; CSM14.1 thapsigargin-induced death rescue, ATP luminescence; higher % means a stronger effect;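 active = EC50 below 50 µM in the dose-response confirmation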;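 note: death triggered by thapsigargin at about 15 µM added after 2 h compound pretreatment; cell ATP read after overnight thapsigargin exposure of roughly 18 to 22 hours; normalized against plate controls of thapsigargin alone and 5% DMSO vehicle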
Myeloid diff 2 – induction of myeloid progenitor differentiation, primary screen, cell-based, flow cytometry, MLPCN library; ER-HoxA9 myeloid progenitors, lysozyme-GFP differentiation; calls only at 10 µM; hit rate 1% among 360,000;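 active = normalized GFP-positive differentiation at or above the plate's own cutoff, the solvent-only control mean plus 3 SD; inconclusive = no clear call, values can overlap the other calls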;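 note: cells exposed to compound for four days before flow analysis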
PMI inhibition – human PMI inhibitors, high substrate, primary screen, biochemical, fluorescence intensity, high mannose 6-phosphate (AID 1220) | Mannose-6-phosphate isomerase (Homo sapiens) | recombinant PMI enzyme, coupled fluorescence intensity; higher % means a stronger effect | inhibition, % at 20 µM; hits with a dose series show IC50 in µM | hit rate 0.66% among 190,000
PMI inhibitors – inhibitors of human PMI, primary screen, biochemical, fluorescence intensity, coupled assay (AID 1209); Mannose-6-phosphate isomerase (Homo sapiens); purified PMI enzyme, coupled fluorescence intensity; higher % means a stronger effect; inhibition, % at 20 µM, or IC50 in µM where a hit was titrated; hit rate 0.42% among 190,000;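 note: plate controls were DMSO vehicle for no effect and wells lacking substrate for full effect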
Hep lipid drop – inhibitors of hepatocyte lipid droplet formation, primary screen, imaging, high-throughput imaging, BODIPY stain | hit rate 0.4% among 240,000 | AID 1656, 2009 | inhibition, % at 6.5 µM | AML12 mouse hepatocytes, oleate lipid droplets;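 active = lipid droplet intensity inhibited by at least 50%, with more than 500 cells counted; inconclusive = wells with under 300 cells, treated as cytotoxic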
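Technique: fluorescence imaging, 20x objective, two fields per well / Assay system: AML12 hepatocytes (mouse) / Measure: % inhibition of lipid droplet signal / Doses: 6.5 µM single-point dosing / Incubation: overnight exposure / Reagent: 100 µM oleic acid challenge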
WT yeast gro inh mutant strain – also measured in WT yeast gro inh; calls as there; inhibition, %; mitochondrial fusion phenotypic screen, mutant strain inhibition
Hep lipid drop cells 6.5 µM – further read-out of Hep lipid drop, marked with its call; cell count; measured here: cell count, cytotoxicity flag;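 cells counted across two imaged fields per well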
Myeloid diff 2 GFP+ MAC1+ % – recorded beside Myeloid diff 2, whose call it bears; GFP+ MAC1+ double positive, %; measured here: differentiation confirmed by MAC1 staining
* = called active by the depositor; i = inactive; ? = inconclusive; . = no result given; [ ] = another dose, or the depositor's remark. Cut-off read from the data, not from the text of the source, unless noted: active = inhibition above about 50%; inactive = the rest. The order is random. About 4.6% of those tested had a hit in this group.

A first look (2 entries):
SMILES	WT yeast gro inh	WT yeast gro inh mutant strain	TNAP activators	P. falciparum M1AAP	UTI89 phage lysis	ER stress rescue	Myeloid diff 2	Myeloid diff 2 GFP+ MAC1+ %	PMI inhibition	PMI inhibitors	Hep lipid drop	Hep lipid drop cells 6.5 µM
COC(=O)COc1cc(Cl)c(C=O)cc1OC	8.7	-4.1	1.1	2.3%	-0.6%	-0.5%	i	0.1	11.3%	9.3%	4.0	615
CCC(=O)Nc1ccc(C(=O)CSc2nc3ccc(C)cc3[nH]2)cc1	-1.4	4.0	1.4	1.8%	0.3%	-2.3%	?	.	-4.7%	-2.8%	-10.7	659

Results, repeating the preview:
SMILES	WT yeast gro inh	WT yeast gro inh mutant strain	TNAP activators	P. falciparum M1AAP	UTI89 phage lysis	ER stress rescue	Myeloid diff 2	Myeloid diff 2 GFP+ MAC1+ %	PMI inhibition	PMI inhibitors	Hep lipid drop	Hep lipid drop cells 6.5 µM
COC(=O)COc1cc(Cl)c(C=O)cc1OC	8.7	-4.1	1.1	2.3%	-0.6%	-0.5%	i	0.1	11.3%	9.3%	4.0	615
CCC(=O)Nc1ccc(C(=O)CSc2nc3ccc(C)cc3[nH]2)cc1	-1.4	4.0	1.4	1.8%	0.3%	-2.3%	?	.	-4.7%	-2.8%	-10.7	659
Cn1c(=O)c2c(-c3ccccc3)n(CCCN3CCOCC3)cc2n(C)c1=O	-12.1	-10.8	1.1	3.3%	0.2%	0.1%	i	0.7	-4.2%	2.0%	-9.4	719
Cc1ccc(C(=O)CS(C)(=O)=O)cc1	1.4	9.4	1	12.7%	0.8%	-3.6%	i	0.9	-5.9%	-1.6%	-0.4	763
COc1ccc(-c2nc(SC)n(C)c(=O)c2C#N)cc1OC	4.2	0.7	1	7.3%	-0.2%	-3.7%	i	0.2	11.1%	13.4%	-12.9	672
Cn1ncc([N+](=O)[O-])c1C(=O)Nc1nccs1	3.9	-0.4	1.1	6.2%	1.7%[50 µM]	-1.2%	i	0.4	-4.7%	-7.7%	-2.4	644
CSC1=NCCN1C(=O)c1cccc(Br)c1	1.5	13.4	1.2	-0.5%	-0.6%	-0.7%	i	1.9	5.2%	5.1%	.	.
CC(C#Cc1c([C@@H](C)Oc2ccccc2)nnn1Cc1ccccc1)Oc1ccccc1 (stereo partly specified)	.	.	.	5.2%	-0.4%	.	i	1.7	.	.	-15.1	695
COc1ccc(N2C(=O)CCC(C(=O)NCCCN3CCC(C)CC3)C2c2ccc(OC)c(OC)c2)cc1 (stereo unspecified)	-14.3	-4.4	1.1	0.8%	0.5%	0.1%	i	0.3	2.9%	3.7%	16.2	781
COC(=O)C1=C(C)OC(N)=C(C#N)C1c1ccccc1F (stereo unspecified)	13.9	-0.2	1	2.3%	0.1%	1.9%	i	1.3	9.6%	5.9%	.	.
Cc1ccc2nc(-c3sc4nc(C)ccc4c3N)[nH]c2c1	17.1	6.6	1.1	0.1%	0.4%	-3.2%	i	2.7	3.7%	-8.2%	21.3	708
O=C(CN1CCC(n2nnc3cc(F)ccc32)CC1)NNC(=O)c1ccccc1	1.4	10.3	1.1	2.3%	2.4%	-2.5%	i	1.7	-2.3%	6.0%	.	.
Cc1nn(Cc2ccccc2Cl)c(Cl)c1/C=C/C(=O)OCC(=O)NC1CCS(=O)(=O)C1 (stereo unspecified)	1.9	-20.2	1	-4.9%	0.9%	-0.1%	i	0.2	-2.3%	7.5%	-8.8	666
Cn1c(=O)oc2cc(S(=O)(=O)N3CCN(Cc4ccc5c(c4)OCO5)CC3)ccc21	5.9	23.8	1	14.1%	0.5%	3.3%	i	0.6	11.0%	-5.3%	.	.
COc1cccc(OC)c1OCCCCc1c(C)n[nH]c1C	4.6	13.5	1.1	4.2%	0.5%	-1.3%	i	0.0	-22.8%	-31.3%	-17.9	722
Cc1onc(-c2c(Cl)cccc2Cl)c1/C(N)=N/OC(=O)C1CC1	.	.	.	-9.9%	0.1%	.	i	0.3	.	.	-18.6	671
N#Cc1nc(-c2ccco2)oc1N1CCN(c2ccccc2)CC1	.	.	1.1	-2.3%	1.0%	-2.0%	i	0.6	13.6%	15.7%	.	.
Cc1sc(NC(=O)Cn2[nH]c(=O)c3ccccc3c2=O)nc1-c1ccccc1	21.4	9.4	1.1	5.5%	?	-1.7%	i	0.8	13.1%	30.1%	-2.5	698
CN(C)S(=O)(=O)N1C(=O)c2ccccc2C1=O	.	.	.	2.2%	0.8%	.	i	0.5	.	.	1.7	760
CC(C)(C)C1CCc2onc(C(=O)Nc3cccnc3)c2C1 (stereo unspecified)	43.5	47.9	1.1	-0.5%	7.3%	-0.1%	i	2.7	4.7%	4.1%	-3.9	666
COC(=O)CCC(=O)Nc1sc2c(c1C#N)CCCC2	11.7	14.2	1.1	2.5%	0.7%	-1.4%	i	0.7	-14.6%	-22.7%	.	.
COc1ccc(/C=C/C(=O)OCC(=O)Nc2ccc(OC)c(S(=O)(=O)N3CCCCC3)c2)cc1	14.2	3.1	1.1	0.8%	0.4%	-1.4%	i	0.3	20.6%	16.1%	-0.7	627
Cc1ccc(C(=O)C2CCN(CC(=O)Nc3ccc(N(C)C)cc3)CC2)cc1	2.8	2.9	1.1	-2.1%	7.7%	-0.4%	i	1.0	11.3%	1.2%	.	.
CCOCCCNC(=O)CN1C(=O)/C(=C\c2ccc(C)cc2)Sc2ccccc21	22.2	18.7	1.2	3.7%	-0.2%	-2.6%	i	0.5	-7.4%	6.2%	-32.1	736
Cc1ccc(S(=O)(=O)N(C)CC(=O)Nc2nc3ccccc3s2)cc1	2.6	-19.9	1.1	-3.9%	-0.2%	-3.4%	i	0.9	3.2%	5.8%	5.6	778
COc1ccc(-n2nnnc2SCC(=O)NCCc2ccc(OC)c(OC)c2)cc1	2.0	14.2	1	1.5%	1.2%	-0.6%	i	6.6	-4.9%	-8.4%	.	.
CCC(c1nnnn1Cc1ccc(OC)cc1)N1CCN(c2ccc(OC)cc2)CC1 (stereo unspecified)	19.1	-3.1	1	4.5%	0.5%	4.1%	i	0.3	-3.6%	-4.7%	-4.4	646
CCOC(=O)C1(CCc2ccccc2)CCN(Cc2cccc3nccnc23)CC1	8.1	-12.2	1	7.4%	-0.1%	2.6%	i	0.4	14.0%	13.7%	-14.4	651
Cc1[nH]c2ccccc2c1C(c1ccccn1)N1CCC(C)CC1 (stereo unspecified)	2.6	0.8	1.1	0.0%	0.4%	0.0%	i	0.5	-5.2%	-4.2%	.	.
CN(c1ccc(OCC(=O)Nc2ccc3[nH]c(=O)[nH]c3c2)cc1)S(=O)(=O)c1ccc(Cl)cc1	8.8	11.1	1.1	-1.9%	1.1%	-0.8%	i	1.3	4.5%	8.7%	-10.4	760
Cc1cc(C)cc(NC(=O)c2ccc(Cn3nc(C)c(Cl)c3C)o2)c1	73.6*	53.4*	1.1	-2.6%	0.1%	-2.5%	i	0.3	19.7%	16.2%	-43.0	678
CC(=O)NS(=O)(=O)c1ccc(NC(=O)c2ccc(Cl)cc2[N+](=O)[O-])cc1	-8.6	1.9	1.1	2.1%	1.6%	-1.3%	i	0.2	-3.7%	-7.2%	-0.7	752
Cc1ccc(OCCC(=O)Nc2ccc(C)c(F)c2)cc1	3.3	-1.4	1	2.7%	-0.4%	-0.6%	i	0.3	16.2%	17.8%	-14.4	749
CCCN(Cc1cc(=O)[nH]c2ccccc12)C(=O)CC	.	.	.	-2.3%	0.0%	.	i	0.4	.	.	-5.1	726
O=C(Cc1coc2ccc3ccccc3c12)N1CCCC1	7.5	-13.8	1.1	3.3%	0.5%	-2.8%	i	1.6	-1.2%	9.3%	-4.7	720
O=C(Nc1ccc2oc(=O)ccc2c1)c1ccccc1[N+](=O)[O-]	-2.4	-12.4	0.9	3.8%	-0.5%	1.6%	i	0.2	-6.0%	-4.9%	12.8	712
CCOc1ccc(NC(=O)c2cccnc2SC)cc1	2.4	-25.3	1	3.3%	-0.5%	-2.5%	i	0.6	-21.7%	-27.9%	10.8	674
O=C(COC(=O)CNC(=O)c1sc2ccccc2c1Cl)Nc1c(Cl)cc(Cl)cc1Cl	-0.2	-12.7	1.1	1.0%	0.3%[50 µM]	-0.8%	i	0.0	9.5%	-1.6%	2.8	643
CC(C)OCCCn1c(=S)[nH]c2ncccc2c1=O	14.2	1.8	1.1	6.3%	0.1%	-1.8%	i	1.0	12.3%	4.7%	.	.
CC(=O)c1ccc(NC(=O)CSc2nnc(-c3ccoc3C)n2Cc2ccccc2)cc1	0.7	0.1	1.1	11.4%	2.5%	.	i	2.6	17.9%	14.3%	-2.6	673
CC(=O)Nc1ccc(S(=O)(=O)N2CCCC2C(=O)Nc2ccc3c(c2)OCCO3)cc1 (stereo unspecified)	-13.7	-6.4	1.1	5.6%	0.2%	-0.7%	i	0.2	4.0%	2.6%	-11.7	680
C/C=C(\C)CN1CCN(c2cc(C)ccc2C)CC1	59.2*	5.4*	1	-1.8%	2.2%	-4.1%	i	9.7	5.4%	7.1%	.	.
Nn1c(SC/C=C/c2ccccc2)nnc1-c1ccccn1	2.5	-3.1	1	2.0%	0.3%	-1.5%	i	0.8	-7.4%	-15.0%	.	.
O=c1c2ccccc2nc(CSc2nnnn2-c2ccccc2)n1-c1ccccc1	-5.6	-16.9	1.1	2.8%	0.8%	-0.7%	i	0.4	-3.6%	0.8%	10.0	739
COc1ccc(Cn2c(=O)c3c(nc(NCCO)n3C)n(C)c2=O)cc1	-3.1	-5.4	1.1	6.6%	0.1%	0.5%	i	0.9	10.0%	8.0%	.	.
Cc1cc(C(=O)N/N=C/c2c[nH]c3ccccc23)c(C)o1	4.6	19.4	1	5.7%	2.2%[50 µM]	-2.6%	i	0.6	3.6%	7.8%	-29.7	626
N=C1C(c2ccccc2)=C(O)CN1c1cccc2ccccc12	-5.5	2.6	1.2	0.8%	1.3%	0.2%	i	0.6	2.8%	6.6%	5.3	687
